# PGK inhibitor: inhibitors of T. brucei phosphoglycerate kinase. AID 602233. PGK/GAPDH coupled, Kinase-Glo luminescence, 60 min. hit rate 0.043% among 380,000. Potency, µM (titrated, usually from 57.5 µM), without a hit: at the highest dose activity change, negative = inhibition, hits mostly inhibitors; further: potency means the concentration at half of the fitted maximal effect; on the % scale 0 is the no-effect control and ±100 the full control effect; nearly all actives have a fitted effect of over 60% in size
#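 Luminescent ATP detection (Kinase-Glo Plus) follows a 60-minute room-temperature incubation, with wells lacking PGK as controls. Buffer: 100 mM TEA (pH 7.6), 5 mM MgCl2, 0.01% Tween-20. Coupling enzyme GAPDH (100 nM final) supplies unstable 1,3-BPG in-well.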
# JMJD2A Tudor inh: blocks the human JMJD2A Tudor domain. O75164. AID 504339. AlphaScreen JMJD2A-Tudor / H3K4me3 peptide binding. Potency, µM (series often up to 114 µM), inactives show at the top dose activity change, negative = inhibition, usual class: inhibitors. hit rate 4.4% among 390,000; further: potency means the concentration at half of the fitted maximal effect; on the % scale 0 is the no-effect control and ±100 the full control effect; nearly all actives have a fitted effect of over 50% in size
# BAZ2B block: inhibitors of human BAZ2B bromodomain; Q9UIF8; AlphaScreen BAZ2B-H3K14Ac peptide displacement; Potency, µM (highest dose often 114 µM), for inactives: at the top dose activity change, negative = inhibition, actives largely listed as inhibitors; hit rate 4.4% among 360,000; AID 504333; further: potency means the concentration at half of the fitted maximal effect; on the % scale 0 is the no-effect control and ±100 the full control effect; nearly all actives have a fitted effect of over 60% in size
#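 BAZ2B 50 nM plus b-H3(5-23)K14Ac 50 nM, PBS pH 7.4/0.01% Tween-20, 30 min RT; compound added (max 110 uM), 30 min RT; streptavidin donor/Ni-chelate acceptor beads 10 ug/mL final, 20 min dark; AlphaScreen read.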
# PI4K2A inh: blocks human PI4K2A kinase activity | Q9BTU6 | purified PI4K2A, ADP-Glo luminescence, 1 h; active compounds read low | activity change, negative = inhibition, % at 76.9 µM | hit rate 0.13% among 420,000; in the data active means activity change below about -50%; inconclusive means mostly about -30% to -49%;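 further: -100% = wells without enzyme as full effect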
# Target sequence (Q9BTU6 whole entry, looked up): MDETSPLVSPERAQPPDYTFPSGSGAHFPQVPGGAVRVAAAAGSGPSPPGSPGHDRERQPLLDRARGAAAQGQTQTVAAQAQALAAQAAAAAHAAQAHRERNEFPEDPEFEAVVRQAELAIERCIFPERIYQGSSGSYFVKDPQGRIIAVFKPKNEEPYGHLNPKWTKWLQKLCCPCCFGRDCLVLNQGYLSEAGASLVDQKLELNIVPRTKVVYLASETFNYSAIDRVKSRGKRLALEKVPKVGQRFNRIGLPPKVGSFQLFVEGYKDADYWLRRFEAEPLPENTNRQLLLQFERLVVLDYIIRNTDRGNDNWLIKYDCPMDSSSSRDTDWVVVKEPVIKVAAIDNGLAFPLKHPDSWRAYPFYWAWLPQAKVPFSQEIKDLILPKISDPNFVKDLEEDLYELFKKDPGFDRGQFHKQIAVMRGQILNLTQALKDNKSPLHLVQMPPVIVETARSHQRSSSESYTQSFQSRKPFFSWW
#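 Compounds are screened against recombinant PI4K2A using PI as substrate and ATP, the latter dispensed at 300 microM. Reactions run one hour at ambient temperature before ADP-Glo detection; full inhibition defined by wells lacking enzyme.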
# G9a block: G9a (human) methyltransferase inhibition | Q96KQ7 | G9a H3K9 monomethylation, AlphaScreen, 2 h | Potency, µM (titrated, usually from 102 µM), inactives show at the top dose activity, negative = inhibition, actives largely listed as inhibitors | hit rate 8.8% among 350,000 | AID 504332; further: potency means the concentration at half of the fitted maximal effect; on the % scale 0 is the no-effect control and ±100 the full control effect; nearly all actives have a fitted effect of over 75% in size
#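 Quantitative HTS format: methyltransferase activity on a biotin-tagged H3K9 peptide is measured by AlphaScreen, using a rabbit anti-monomethyl-H3K9 antibody with streptavidin donor and anti-IgG acceptor beads. Final levels are 20 nM enzyme, 500 nM peptide, 20 uM SAM; 2 h RT.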
# HP1b binding inh: inhibitors of HP1-beta chromodomain binding to methylated histone tails | AID 540317 | Potency, µM (series often up to 114 µM), without a hit: at the top dose activity change, negative = inhibition, hits mostly inhibitors | hit rate 0.56% among 390,000 | AlphaScreen HP1-beta / biotin-H3K9me3 peptide binding; further: potency means the concentration at half of the fitted maximal effect; nearly all actives have a fitted effect of over 70% in size; inactives centre near 23
# Target sequence (P83916 whole entry, looked up): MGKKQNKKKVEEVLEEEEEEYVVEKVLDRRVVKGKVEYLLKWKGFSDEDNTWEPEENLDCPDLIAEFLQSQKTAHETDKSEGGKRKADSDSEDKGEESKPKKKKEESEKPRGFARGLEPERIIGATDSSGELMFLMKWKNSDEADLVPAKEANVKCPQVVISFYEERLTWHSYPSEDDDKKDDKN
#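 HP1-beta protein (50 nM final) preincubated 30 min at room temperature with biotinylated H3(1-18)K9me3 peptide (50 nM) in PBS pH 7.4, 0.01% Tween-20, then compound added for 30 min. AlphaScreen streptavidin donor/nickel chelate acceptor beads (10 ug/mL final), 30 min dark, luminescence read.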
# Pol eta inh: inhibitors of human DNA polymerase eta; Q9Y253; recombinant Pol eta, fluorescent DNA replication assay; Potency, µM (series often up to 114 µM), without a hit: top-dose activity change, negative = inhibition, usual class: inhibitors; hit rate 1.2% among 390,000; AID 588591; further: potency means the concentration at half of the fitted maximal effect; on the % scale 0 is the no-effect control and ±100 the full control effect
#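 Fluorescent replication assay: 50 nM final substrate added after a 15 min room-temperature compound preincubation with 10 nM enzyme. Signal taken at 0 min and again at 10 min.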
# Pin1 inh: human Pin1 inhibition; Q13526; Pin1 FP peptide displacement, HiFluor488, 10 min; Potency, µM (series often up to 115 µM), without a hit: at the highest dose activity, negative = inhibition, actives largely listed as inhibitors; hit rate 0.009% among 390,000; AID 504891; active means well fitted inhibition curve with a large enough effect in the polarisation, with a control signal flat, not every such curve was filed as active; inconclusive means small, poorly fitted or top-dose-only effect, or effect the other way, or a change in a side signal; inactive means no such curve, though single readings can be large or run the other way; the % refers to the polarisation; further: potency means the concentration at half of the fitted maximal effect; on the % scale 0 is the no-effect control and ±100 the full control effect
# Target sequence (Q13526 whole entry, looked up): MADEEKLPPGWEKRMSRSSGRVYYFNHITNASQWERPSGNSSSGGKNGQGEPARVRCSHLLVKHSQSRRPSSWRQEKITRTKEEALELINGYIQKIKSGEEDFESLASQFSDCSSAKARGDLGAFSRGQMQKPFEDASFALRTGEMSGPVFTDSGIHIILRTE
# GLS inh: blocks human kidney-isoform glutaminase activity; hit rate 0.21% among 410,000; GLS enzymatic activity, qHTS titration; AID 624170; Potency, µM (doses to about 45.5 µM), without a hit: top-dose activity change, negative = inhibition, actives largely listed as inhibitors; O94925; further: potency means the concentration at half of the fitted maximal effect; on the % scale 0 is the no-effect control and ±100 the full control effect
#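 hKGA in 45 mM KH2PO4 pH 8.2, 0.02% Tween-20 with pin-transferred compounds; 1 mM L-glutamine (stock) plus glutamate oxidase/HRP/Amplex Red coupling added. Fluorescence read initially and after 30 min at RT.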
# Starred values were filed as active, the others as inactive; i = inactive; ? = inconclusive; . = no result given; [ ] = dose if it differs, or a comment. Unless noted, the call rests on the fitted dose curve; in most records, active means well fitted curve in the direction sought with a large enough effect; inconclusive means small, poorly fitted or top-dose-only effect, or another doubt; inactive means no such curve, though single readings can be large; an effect the other way counts as inactive or inconclusive.
SMILES,PGK inhibitor,JMJD2A Tudor inh,BAZ2B block,PI4K2A inh,G9a block,HP1b binding inh,Pol eta inh,Pin1 inh,GLS inh
CCc1noc(C)c1C(=O)N1CCCC(C(=O)c2cc(F)ccc2F)C1 (stereo not drawn),-10%,-9%,-3%,8,15%,-1%,-17%,-2%,3%
COC(=O)c1ccc(C(=O)OC)c(NC(=O)/C=C/C(=O)O)c1,-3%,-11%,8%,-2,?,6%,-11%,-6%,5%
O=C1C(=C(I)I)c2ccccc2-c2ccccc21,-14%,25µM*,.,-58*,.,56µM*,22µM*,.,6%
COc1ccc(NC(=O)C(CC(=O)O)Cc2ccc(Cl)cc2)cc1 (stereo not drawn),-8%,-16%,-8%,0,-6%[0.501 µM],18%,1%,-2%,3%
O=C(NNc1ncnc2c1cnn2-c1ccccc1)c1cccs1,14%,-4%,3%,1,-2%,31%,-18%,2%,?
COc1cc(/C=C/C(=O)O)cc(S(=O)(=O)Nc2ccccc2C(=O)NCCc2ccccc2)c1OC,1%,-9%,-26%,-3,?,4%,1%,-15%,8%
O=C(CN(CC1CCCO1)C(=O)CCC(=O)Nc1ccccn1)NCC1CCCO1 (stereo not drawn),0%,-10%,-3%,10,?,17%,-14%,-5%,7%
COc1ccc(-n2c(=O)c(CCC(=O)N3CCC(C)CC3)nc3ccccc32)cc1,-4%,-11%,-26%,1,7%[12.7 µM],37%,-18%,1%,3%
Cn1c([N+](=O)[O-])cnc1N1CCN(c2nncs2)C1=O,i,-7%,?,-6,-18%[2.33 µM],52%[activator],-8%,-1%,-7%
COc1ccc(N=Nc2nc3ccc(Br)cc3n2C)cc1,-6%,?,63µM*,3,6.3µM*,?,-4%,.,-4%
CC(=O)Cn1nnc2sc3c(c2c1=O)CCC(C(C)(C)C)C3 (stereo not drawn),-7%,-29%,-20%,-1,-5%,17%,-10%,-1%,-3%
CCOC(=O)c1c(C)c(C(=O)NC2CCCCC2)c(C)n1CC,3%,-21%,8%,2,3%[59 µM],21%,-3%,-11%,0%
CC(NC(=O)c1cc2ccccc2oc1=O)c1ccccc1 (stereo not drawn),-7%,1%,-6%,-5,6%,36%,-17%,7%,11%
COc1ccccc1NC(=O)CCNS(=O)(=O)c1ccc2c(c1)CCCC(=O)N2,-9%,-18%,-3%[57.1 µM],2,-19%[59 µM],-15%,1%,3%,-13%
Cc1nc2cc(C(=O)N3CCN(C)CC3)ccc2n1C,-3%,9%,2%,7,.,26%,-5%,-1%,-1%

# Some of these compounds in order of count of non-hydrogen atoms, smallest number first:
SMILES,PGK inhibitor,JMJD2A Tudor inh,BAZ2B block,PI4K2A inh,G9a block,HP1b binding inh,Pol eta inh,Pin1 inh,GLS inh
O=C1C(=C(I)I)c2ccccc2-c2ccccc21,-14%,25µM*,.,-58*,.,56µM*,22µM*,.,6%
COc1ccc(N=Nc2nc3ccc(Br)cc3n2C)cc1,-6%,?,63µM*,3,6.3µM*,?,-4%,.,-4%
CCOC(=O)c1c(C)c(C(=O)NC2CCCCC2)c(C)n1CC,3%,-21%,8%,2,3%[59 µM],21%,-3%,-11%,0%

# Further records
SMILES,PGK inhibitor,JMJD2A Tudor inh,BAZ2B block,PI4K2A inh,G9a block,HP1b binding inh,Pol eta inh,Pin1 inh,GLS inh
CCN(CC)CCN(C(=O)C1=COCCO1)c1nc2ccc(C)cc2s1,4%,-10%,-22%,2,-19%,20%,2%,5%,18%
CCc1cccc(C)c1NC(=S)NCc1cccn1C,i,1%,-35%,4,17%[59 µM],36%,-11%,2%,25%
O=C(NCc1ccccc1)c1cc(S(=O)(=O)N2CCCCC2)ccc1N1CCOCC1,6%,-1%,-14%,2,-2%,13%,-15%,1%,-1%
Cc1cc(-c2ccccc2)n(-c2ccc(C(=O)NC(C)C)cc2)n1,-10%,-7%[57.1 µM],-2%,-2,-2%,-6%,-19%,-1%,0%
CC(C)c1nnc(SCC(=O)NCCC2=CCCCC2)n1N,i,-14%,4%,-8,8.9µM*,?,-2%,-2%,4%
CCCCc1ccc(NC(=O)CSc2nnc3[nH]c(=O)cc(C)n23)cc1,-7%,-11%,2%,1,-3%[59 µM],45%[activator],7%,-15%,1%
COc1ccccc1N1CCN(C(=O)CSc2nnnn2C2CC2)CC1,-4%,2%,-2%,0,-28%,27%,-10%,3%,0%
N#Cc1ccc(C(=O)OCC(=O)Nc2cccc(S(=O)(=O)N3CCCCC3)c2)cc1,-3%,-29%,2%,3,?,-3%,-13%,-2%,-6%
CCc1cccc(NS(=O)(=O)c2cc(-c3cnc(C)o3)ccc2OC)c1,-11%,?,?,-1,-30%[59 µM],-26%,?,-5%,-9%
O=C(NCCCN1CCc2ccccc2C1)C1CCN(S(=O)(=O)N2CCC3(CC2)OCCO3)CC1,-9%,-9%,-12%,-1,3%,22%,-6%,0%,1%
Cc1ccc(C(C)C)c(OCC(=O)Nc2ccc3c(c2)nc(CCN2CCCCC2)n3C)c1,i,-34%,-19%,-4,20%,9%,-22%,-3%,6%
Cc1cc(C)cc(Nc2cc(C(=O)NCCCN(C)C3CCCCC3)c3ccccc3n2)c1,-3%,-9%,.,-5,7%[59 µM],39%,-24%,0%,-3%
O=C(Nc1cc(F)ccc1F)C1CCCO1 (stereo not drawn),0%,-1%,10%,0,3%,22%,-4%,-7%,-3%
CC1CCCCN1C(=O)CSc1nc2ccccc2nc1Cc1ccc(Cl)cc1 (stereo not drawn),-3%,-6%,4%,3,17%[59 µM],30%[57 µM],-25%,0%,-1%
CC(=O)Nc1ccc(S(=O)(=O)NC2=C(N3CCN(C)CC3)C(=O)c3ccccc3C2=O)cc1,-8%,-25%,32µM*,-13,50µM*,0%[57 µM],-12%,-16%,44%[activator]
COc1cccc(NS(=O)(=O)c2ccc3c(c2)CCN3C(C)=O)c1,0%,-5%,-1%,0,46%,28%,-20%,2%,0%
CCOC(=O)c1cccc(Nc2nc(-c3cccnc3)nc3ccccc23)c1,-4%,-25%,?,-4,.,37%,?,44%[activator],-11%
O=C(NCc1ccco1)c1cc(-c2ccccc2)on1,.,-9%,7%,3,-3%[12.7 µM],21%,3%,10%,-4%
Cc1nnc(SCC(=O)Nc2c(C)n(C)n(-c3ccccc3)c2=O)n1Cc1ccccc1,i,6%,-4%,0,3%,47%[activator],-17%,-6%,-3%
Cc1ccc(NC(=O)Cn2nc(C(F)(F)F)c3c2CCCC3)cc1,3%,6%,4%,-14,-34%[59 µM],25%,-14%,-1%,7%
CCN(CC)c1ccc(NS(=O)(=O)c2ccc3c(c2)oc(=O)n3C)c(C)c1,0%,?,-16%,9,40µM*,?,-4%,0%,24%
Cc1cc(/C=C2/SC(=O)N(CC(=O)N3CCCC3)C2=O)c(C)n1C,i,70%[activator],-31%,-9,50µM*,-14%,-8%,?,-13%
COc1ccc(N(CC(=O)Nc2cccc(C(C)=O)c2)S(=O)(=O)c2ccc(NC(C)=O)cc2)cc1,i,-29%,0%,-2,.,8%,-10%,-2%,-11%
CSc1ncccc1C(=O)OCC(=O)Nc1cc(C(F)(F)F)ccc1N1CCOCC1,2%,-4%,5%,0,0%[59 µM],28%,-8%,9%,17%
CCCc1cc(=O)[nH]c2nnc(SCC(=O)N3CC(C)OC(C)C3)n12 (stereo not drawn),-7%,5%,7%,-1,-33%,54%[activator],-18%,-9%,-7%
O=C(NNC(=S)Nc1ccccc1)Nc1ccccc1,3%,-16%,-24%,-2,.,17%,4%,5%,3%
COCC(C)n1c(C)cc(C(=O)Cn2c(=O)oc3ccccc32)c1C (stereo not drawn),-3%,-26%,-38%,3,-26%[59 µM],-13%,1%,7%,3%
CC1CCCCN1C(=O)c1ccccc1NC(=O)c1ccco1 (stereo not drawn),7%,-5%,-22%,11,-46%[12.7 µM],38%,-2%,-3%,20%
COc1ccc(Cc2nc(-c3ccccc3)no2)cc1,-8%,169%[activator],174%[activator],1,69%[activator][59 µM],152%[activator],3%,-2%,-4%
COc1cc(C2CC(=O)Oc3cc(OC)c(OC)c(OC)c32)cc(OC)c1OC (stereo not drawn),0%,-12%,.,1,.,25%,1%,-3%,5%
COc1ccccc1C(=O)NCCC(=O)N1CCCCC1,11%,-2%,-12%,2,12%,28%,-7%,4%,3%
Cc1ccc(C(=O)N2CCC(Cc3ccccc3)CC2)cc1S(=O)(=O)N1CCOCC1,6%,-17%,7%,0,21%,17%,-14%,9%,1%
Cc1nn(CC(=O)NC2CCCCC2)c(=O)c2cccn12,i,-9%,-14%,-3,15%,25%,-12%,-3%,-2%
Cc1ccccc1C(=O)NC1(C(F)(F)F)C(=O)Nc2c1c(=O)[nH]c(=O)n2CCc1ccccc1 (stereo not drawn),4%,4%,5%,0,2%[59 µM],15%,4%,-3%,-17%
CC(C)C(=O)Nc1ccc2nc(SCC(=O)N3CCOCC3)sc2c1,-1%,9%,-1%,0,12%[59 µM],54%[activator],-20%,?,2%
CC(C)(C)OC(=O)N[C@@H](Cc1ccccc1)C(=O)N1CCC(C(=O)N[C@@H](CCC(N)=O)C(=O)O)CC1,.,-7%,3%,-4,19%,106%[activator],-5%,-3%,2%
Cc1ccc(NC(=O)CSc2nnnn2C2CCCC2)cc1S(=O)(=O)N1CCOCC1,-9%,-11%,6%,-1,?,43%[activator],1%,2%,2%
O=C(CCN1CCN(Cc2ccccc2)CC1)NNC(=O)Nc1cccc(C(F)(F)F)c1,-1%,-11%,-14%,1,-1%,35%,-8%,?,21%
COCCN=c1scc(-c2ccc3c(c2)NC(=O)CO3)n1/N=C(\C)c1ccc(O)cc1,-8%,22µM*,28µM*,2,.,?,-14%,?,-10%

# Compound activity deposited in PubChem by National Center for Advancing Translational Sciences (NCATS).

# Only part of the results is shown (hit frequency here may not be typical).
